V-ATPase pHluor: regulators of yeast V-ATPase proton pumping, primary screen, pHLuorin cytosolic pH fluorescence; response, % at 10 µM; S. cerevisiae; 0.37% of 350,000 active; AID 504577, 2011; in the data active = response mostly above about 7.3%, no sharp cut-off; inactive = mostly below about 5.4%; note: actives read high; inactives centre near 0; some compounds called inactive have numbers as strong as hits
Wnt act: Wnt/beta-catenin pathway activators, primary screen, cell-based, plate reader, single point | AID 743398, 2014 | activation, % at 9.35 µM | 1.2% of 300,000 active | Wnt/beta-catenin reporter cell assay, activator; in the data active = activation above about 30%, passing the limit was not always enough; inconclusive = no clear call, values can overlap the other calls;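 note: 0% = neutral control wells and 100% = positive control wells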
CDK5 p35 inh: inhibitors of human CDK5/p35 kinase, primary screen, biochemical, single concentration; Cyclin-dependent kinase 5 (Homo sapiens) + Cyclin-dependent kinase 5 activator 1 (Homo …; 0.01% of 330,000 active; AID 488839, 2010; inhibition, % at 10 µM; Recombinant CDK5/p35, ADP-Glo luminescence, 60 min;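 active = highest replicate inhibition of at least 50% and at least 75% of replicates reaching 50%; inconclusive = only one of the two criteria met; inactive = both criteria failed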;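 note: plate controls were DMSO neutral control for no effect and GW8510 at 10 µM for full effect; many of its hits are not listed in these tables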
CAL PDZ FP-1: untagged CAL PDZ binding inhibitors, primary screen, biochemical, fluorescence polarization, HTS. AID 602252, 2012. purified CAL PDZ, TMR-peptide fluorescence polarization, 1 h. 0.92% of 300,000 active. Golgi-associated PDZ and coiled-coil motif-containing protein (Homo sapiens), Q9HD26. inhibition, % at 24.9 µM;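 active = mean inhibition of at least 30% with at least half of replicates also reaching 30%; inconclusive = no clear call, values can overlap the other calls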;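 note: 0% = DMSO neutral control and 100% = excess unlabeled competitor peptide PRC23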
RTF Ca sens act: cardiac RTF calcium sensitivity activators, primary screen, biochemical, IANBD-TnC fluorescence, EC20 calcium. IANBD-labeled TnC RTF fluorescence at EC20 calcium; 0% EC20 calcium, 100% full calcium. activation, % at 7.2 µM. 0.24% of 340,000 active. AID 493008, 2010;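 active = activation above the mean over all tested compounds plus 3 SD, cut at about 30% in these data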;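 note: rise in fluorescence read as greater calcium sensitivity of cardiac thin filaments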
MITF act: activators of MITF-driven TRPM1 promoter reporter, primary screen, cell-based, SK-MEL-5, luciferase, single point; 0.75% of 300,000 active; activation, % at 12.5 µM; AID 588334, 2011; SK-MEL-5 TRPM1-promoter luciferase, 24 h; % of positive control, neutral wells = 0;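 active = mean activation of at least 80% with every replicate also reaching 80%; inconclusive = mean reaches 80% but some replicate falls short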;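 note: 0% = neutral control wells and 100% = parthenolide positive control wells; values of inactives mirror those of a sister screen read the other way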
Rtt109 HAT inh: inhibitors of C. albicans Rtt109/Vps75 HAT, primary screen, biochemical, ThioGlo CoA-SH fluorescence, plate reader; inhibition, % at 34.9 µM; Histone acetyltransferase RTT109 (Candida albicans (strain SC5314 / ATCC MYA-2876)), …; purified Rtt109/Vps75, 4 h; 0.16% of 330,000 active;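 active = inhibition of at least 50% in every replicate; inconclusive = best replicate reaches 50% inhibition but some replicates fall short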
Target sequence (Q5AAJ8 whole entry, looked up): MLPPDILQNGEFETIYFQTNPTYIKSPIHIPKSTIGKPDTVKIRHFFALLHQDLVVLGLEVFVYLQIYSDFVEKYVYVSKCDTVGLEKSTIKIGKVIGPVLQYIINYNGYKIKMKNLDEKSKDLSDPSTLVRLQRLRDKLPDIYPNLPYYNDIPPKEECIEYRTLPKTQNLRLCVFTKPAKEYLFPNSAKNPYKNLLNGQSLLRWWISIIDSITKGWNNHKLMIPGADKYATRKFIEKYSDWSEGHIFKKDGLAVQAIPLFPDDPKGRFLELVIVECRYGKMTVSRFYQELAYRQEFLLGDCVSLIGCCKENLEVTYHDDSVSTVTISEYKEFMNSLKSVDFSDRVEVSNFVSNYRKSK
CAL PDZ FP-2: CAL PDZ peptide-binding inhibitors, primary screen, biochemical, fluorescence polarization, Cer-tagged CAL PDZ, HTS; 0.02% of 330,000 active; AID 504414, 2011; Golgi-associated PDZ and coiled-coil motif-containing protein (Homo sapiens), Q9HD26; inhibition, % at 20 µM; purified CAL PDZ, TMR-peptide fluorescence polarization, 1 h;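 active = highest replicate inhibition of at least 40%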;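 note: plate controls were DMSO neutral control wells for no effect and unlabeled competitor peptide control wells for full effect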
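Material – purified CerCALP PDZ construct · Detection – FP readout, S and P plane fluorescence · Measure – percent inhibition from loss of millipolarization · Controls – unlabelled peptide for full inhibition, DMSO wells as neutral · Probe or stimulus – TMR-labelled reporter peptide T*-PRC34 bound in PDZ groove · Times – 1 h at RT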
Tat transport: E. coli Tat export inhibitors, primary screen, MC4100, TorA-mCherry reporter, fluorescence, single point | inhibition, % at 10 µM | 0.036% of 340,000 active;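 active = mean replicate inhibition at least 50% and at least half of replicates individually reaching 50%; inconclusive = only one of the two criteria met; inactive = neither criterion met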;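 note: exported cargo escapes ClpAP degradation while cytoplasmic cargo is degraded and loses fluorescence; 0% = median of neutral control wells and 100% = median of NaSCN control wells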
dFosB act: activators of delta FosB homodimer, primary screen, biochemical, fluorescence polarization, TAMRA-CDK5 oligo, single point; Protein FosB (Mus musculus), P13346; purified delta FosB; percent of positive-control signal above neutral wells; activation, % at 25 µM; 0.99% of 340,000 active;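 active = mean activation above about 17%, with every replicate also reaching it, limit read from the data, passing the limit was not always enough; inconclusive = only one of the two conditions met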;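 note: fluorescence polarization rise as delta FosB binds a TAMRA Cdk5 AP-1 oligo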
Target sequence (P13346 whole entry, looked up): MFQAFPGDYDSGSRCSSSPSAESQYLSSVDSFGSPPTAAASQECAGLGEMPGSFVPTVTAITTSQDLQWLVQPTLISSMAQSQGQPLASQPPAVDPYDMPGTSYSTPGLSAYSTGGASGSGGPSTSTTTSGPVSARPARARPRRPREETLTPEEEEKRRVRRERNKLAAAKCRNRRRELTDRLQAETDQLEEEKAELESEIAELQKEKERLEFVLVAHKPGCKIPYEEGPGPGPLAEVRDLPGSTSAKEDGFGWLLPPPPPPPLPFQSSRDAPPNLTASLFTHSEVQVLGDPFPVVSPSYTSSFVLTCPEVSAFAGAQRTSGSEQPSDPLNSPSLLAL
Active calls of the source: *; u = inconclusive; x = no result given. Random draw from the library; 4.1% or so of the library scored in one or more.

SMILES	V-ATPase pHluor	Wnt act	CDK5 p35 inh	CAL PDZ FP-1	RTF Ca sens act	MITF act	Rtt109 HAT inh	CAL PDZ FP-2	Tat transport	dFosB act
O=C(CCOc1ccccc1)Nc1ccc(Cl)c(S(=O)(=O)N2CCOCC2)c1	1	1	-0.4	-7	-1	2	3	-2.4	4	-7
Cc1ccc(CNC(=O)COc2ccc(S(=O)(=O)NC(C)C)cc2)cc1	10	x	0.7	x	1	-16	13	-1.3	3	2
CC(=O)Nc1ccc(C2(O)COc3ccccc3O2)cc1 (stereo unspecified)	1	1	-0.2	-4	-9	29	-4	0.1	5	-1
Cc1ccccc1NC(=O)CSc1nnc(-c2ccccn2)o1	0	8	0.5	-3	2	37	1	-3.4	-2	6
CCC(C)(C(=O)NC1CCCC1)N(Cc1cccs1)C(=O)Cc1cccs1 (stereo unspecified)	-1	x	-0.6	-1	3	-14	0	-1.9	-3	-7
Cc1cc(C(F)(F)F)nc(SCCN2CCCCC2)c1C#N	2	-1	-3.2	-1	6	13	4	-0.3	20	-5
CCC1CCCCN1CCCNC(=O)C1CCC(=O)N1Cc1ccc(C)cc1 (stereo unspecified)	4	x	-1.1	4	-4	-5	5	0.7	-2	16*
O=S1(=O)CC(O)C(Nc2ccccc2Cl)C1 (stereo unspecified)	-1	-3	0.2	-4	0	2	8	-0.8	5	-9
Cc1onc(-c2c(Cl)cccc2Cl)c1C(=O)NCCCN1CCOCC1	3	x	-0.2	-1	4	4	6	x	-4	-6
O=C(Cc1cccs1)N(Cc1ccco1)C1(C(=O)NC2CCCCC2)CCCCC1	-1	-2	-0.4	-1	-3	2	-10	0.3	-3	-9
CCCn1c(N)c(C(=O)CN(C)CC(=O)Nc2ccc(F)cc2)c(=O)[nH]c1=O	2	-3	-0.5	3	3	-8	1	-1.9	10	-6
Cc1ccc(S(=O)(=O)N/N=C/c2cc(Br)c(C)o2)cc1	1	x	-0.8	-6	2	-6	1	-0.4	9	0
COc1cc(OC)cc(C(=O)N2CCC(n3c(C)nc4cc(F)ccc43)CC2)c1	1	3	1.4	-3	2	8	-1	-0.2	7	-12
CN(C)c1cccc(C(=O)NCc2ccccc2)c1	1	5	-2.5	0	5	17	-3	-0.1	-3	-7
CC(C)(C)n1ncc2c(=O)n(CC(=O)NCc3ccccc3Cl)cnc21	2	x	-3.0	1	5	51	-5	-0.1	-3	-10
CC(C)(C)OC(=O)N1CCC(NC(=O)c2nc[nH]c2C(=O)N2CCc3ccccc3C2)CC1	-4	1	1.1	0	-3	-7	7	-5.4	-11	3
COc1ccc([N+](=O)[O-])cc1NC(=S)NC(NC(=O)Cc1ccc(OC)c(OC)c1)C(Cl)(Cl)Cl (stereo unspecified)	4	1	x	-3	-1	4	-6	-0.5	-1	7
C/C(=N\NC(=O)C1COc2ccccc2O1)c1ccc(C)o1 (stereo unspecified)	-4	7	2.9	15	-6	-6	-7	-1.4	6	-4
COc1ccc2[nH]c(C(=O)N/N=C/c3ccc(O)cc3O)cc2c1	1	-3	-0.7	-1	1	-56	6	4.7	-16	-2
O=C(Cn1c(=O)[nH]c2ccccc2c1=O)N1CCN(Cc2ccc3c(c2)OCO3)CC1	-3	-2	0.3	0	-8	-3	2	-0.6	-4	-3
Cc1ccc(-c2nnc(SCC(=O)NNC(=O)COc3ccccc3C)n2C)cc1	1	-6	-3.0	-2	-6	-7	-5	-0.8	-8	5
[O-][n+]1c2c(c3c4non(O)c4ccc31)CCCC2	-2	-1	1.2	-1	-18	-7	7	-1.6	6	-8
COc1cccc(NC(=O)NCCc2ccc(Cl)cc2)c1	-3	-4	-0.4	-4	2	21	-3	-0.6	-5	-5
O=C(Nc1cccn(Cc2c(Cl)cccc2Cl)c1=O)C1CC1	-9	-1	-4.3	7	13	-14	0	x	-3	-2
O=C(Cc1ccc(F)cc1)Nc1cccc(-c2ccc3nncn3n2)c1	-3	-3	-1.5	-5	-2	9	-3	-5.8	9	-30
COC(=O)/C(=C\c1c(OC)cc(OC)cc1OC)C(=O)c1ccc2c(c1)OCO2	2	5	-1.9	-1	-2	1	4	0.6	-3	8
CN(C)CCCN(C(=O)c1ccc(S(=O)(=O)N2CCCc3ccccc32)cc1)c1nc2ccc(F)cc2s1	-2	2	-0.8	-7	3	-71	21	-7.2	19	u
CC(C)NC(=O)C1CC(=O)N(C(C)c2ccccc2)C1 (stereo unspecified)	-1	x	-1.8	-3	-3	-13	-18	-0.1	3	6
COc1ccc(N2CCN(C(=O)c3ccc4nc(N5CCCCC5)sc4c3)CC2)cc1	1	12	0.7	x	4	50	-3	-0.3	3	-7
CCOc1ccc(-n2c(C)nc3cc(C(=O)NCCN4CCOCC4)ccc32)cc1	-8	x	1.0	-5	-12	5	-1	x	6	-8
O=C(CCN1C(=O)c2ccncc2C1=O)Nc1cc(F)ccc1F	2	-2	0.3	3	5	-1	-14	0.3	-6	3
N=C(N)SCP(=O)(c1ccccc1)c1ccccc1	3	2	1.4	7	8	x	14	-0.4	15	-4
O=S(=O)(Nc1c(O)ccc2ccccc12)c1ccccc1	1	3	1.4	-6	1	x	5	0.1	-2	-7
COc1ccc(S(=O)(=O)n2nc(OC(=O)C3CCCCC3)cc2N)cc1	0	x	0.3	-2	1	2	-7	x	-1	0
O=c1c2ccccc2oc2cc(-c3ccc(CN4CCOCC4)cc3)ccc12	0	u	-5.2	-2	0	u	-1	-7.4	10	-27
O=C(c1cccs1)c1ccccc1Cc1cccs1	-1	-2	2.4	1	15	15	-2	1.2	5	-5
C/C(=C\c1ccccc1)CN1CCN(Cc2ccc(C)o2)C(CCO)C1 (stereo unspecified)	-4	-1	-0.9	-5	1	-9	-1	-0.3	-4	-1
Cc1onc(C(=O)Nc2sc3c(c2C(N)=O)CCCC3)c1[N+](=O)[O-]	5	6	1.3	0	-7	-1	2	-2.6	-3	1
CCc1ccc(C(=O)Cn2cnc3cc([N+](=O)[O-])ccc3c2=O)cc1	0	-1	-1.6	-3	5	4	-3	-0.9	5	-11
CC(C)CNC(=S)NC(=O)c1ccc(F)cc1	3	x	0.1	0	-2	72	-2	0.1	4	3

The final two entries of the part above are carried over, then new ones follow:
SMILES	V-ATPase pHluor	Wnt act	CDK5 p35 inh	CAL PDZ FP-1	RTF Ca sens act	MITF act	Rtt109 HAT inh	CAL PDZ FP-2	Tat transport	dFosB act
CCc1ccc(C(=O)Cn2cnc3cc([N+](=O)[O-])ccc3c2=O)cc1	0	-1	-1.6	-3	5	4	-3	-0.9	5	-11
CC(C)CNC(=S)NC(=O)c1ccc(F)cc1	3	x	0.1	0	-2	72	-2	0.1	4	3
Cc1cccc(NS(=O)(=O)c2ccc(C(=O)N3CCCCCC3)cc2)c1C	-8	-1	0.1	-5	-3	-3	-2	-1.0	2	-7
COc1ccc(CCN2CC(C(=O)Nc3cccc(C(C)=O)c3)CC2=O)cc1OC (stereo unspecified)	1	0	-1.2	x	3	-1	14	-0.5	-2	-3
COc1cc(/C=C(\NC(=O)c2ccccc2)C(=O)Nc2nccs2)ccc1OC(C)=O	0	1	-1.3	-2	1	2	-5	x	-5	-6
CC(C)CNS(=O)(=O)c1cc(C(=O)N2CCOCC2)c(Cl)cc1Cl	1	17	0.6	-6	-1	x	-1	0.4	-3	-2
O=C(Cc1ccc(S(=O)(=O)N2CCOCC2)s1)NC1CCCCC1	2	3	0.5	6	-2	-6	-2	0.1	7	-3
COc1ccc(/C=C/C(=O)NCc2cn(C)nc2C)cc1COc1ccc(Cl)cc1Br	-5	-4	0.8	x	-3	4	-14	-1.5	-10	u
Cc1cc(C(F)(F)F)nc(SCC(=O)Nc2cc(C)on2)n1	3	-2	-1.5	-6	-1	x	8	-3.3	-6	4
O=C(COc1ccc2ccccc2c1CN1CCOCC1)N1CCc2ccccc21	1	-11	-0.5	1	1	5	9	-2.0	-8	-1
COc1ccc2c(c1)cc1c(=O)n(CC(=O)NCCCN3CCOCC3)nc(C)n12	-1	0	-0.5	0	-1	-7	2	-2.6	1	0
COC(=O)c1ccc(NC(=O)CNC(=O)c2sc3ccccc3c2Cl)cc1	4	1	-1.2	0	-3	4	4	-0.7	5	53*
COCCN1CC(CNC(=O)c2cc(COc3ccccc3SC)on2)CC1=O (stereo unspecified)	4	13	-1.6	-2	9	-2	6	-2.0	1	-3
Cc1ccc(S(=O)(=O)N2CCOCC2)cc1C(=O)Nc1ccc2c(c1)OCCO2	1	-2	-0.1	x	-4	8	10	-0.6	-11	-9
CN1CCN(C(=O)CCc2nnc3ccc(N4CCC5(CC4)OCCO5)nn23)CC1	3	-2	x	-2	-1	4	1	-0.8	-2	0
O=C(O)CSc1nccn1-c1cccc(Cl)c1	-2	x	-2.3	-6	4	3	1	-0.6	-11	3
CC1(C)OC(=O)C(=NNc2ccc(O)cc2)C(=O)O1	0	x	0.3	-1	-5	-4	8	-0.3	22	3
O=C(c1cccnc1)N1CCC(Oc2ccc(C(=O)N3CCCCO3)cc2)CC1	3	-1	-1.0	0	-4	5	-5	-1.2	-1	-4
CCC(CC)C1C(C#N)=C(N)SC(N)=C1C#N	2	x	1.2	0	-3	x	-4	-5.3	-5	-2
COc1ccc(C(c2c(NC(=O)c3ccco3)sc(C)c2C)N2CCOCC2)cc1 (stereo unspecified)	-2	-6	0.0	5	-6	-9	-3	2.5	5	-9
COc1cccc(CC(NC(C)=O)C(=O)NC2CCN(c3nnnn3-c3ccccc3)CC2)c1OC (stereo unspecified)	-2	-1	-1.2	x	-6	-6	6	-1.1	7	-12
CCN(CC)N=Nc1[nH]nc2nc(C)cc(C)c12	1	11	-4.1	1	2	23	6	-2.5	25	-8
COC(=O)c1c(NC(=O)c2nc3ccccc3s2)sc2c1CCN(C(C)=O)C2	0	x	1.8	x	-4	34	-3	-5.7	13	-20
CN1OC(COC(=O)c2ccccc2)CC1c1ccccc1 (stereo unspecified)	3	x	-2.1	-3	2	17	10	-0.2	11	-3
COc1ccc(CC(=O)NC(C)c2nnc(SCC(=O)Nc3ccccc3F)n2C)cc1 (stereo unspecified)	-4	1	-0.6	3	-4	-13	1	-0.7	7	3

Screening results from PubChem BioAssay.
